# Assay outcomes as filed in PubChem.
# APP transl inh: APP translation inhibition | SH-SY5Y APP 5'UTR-luciferase reporter, luminescence | inhibition, % at 2 µM | hit rate 0.82% among 190,000;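 active = inhibition above a set limit, derived from the sample mean plus 3 SD, cut at about 45% in these data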; also: values of inactives mirror those of a sister screen read the other way
# NF-kB neuron act: raises NF-kB expression in human neuronal cells; fold change at 12.5 µM; NF-kB reporter expression; hits give high values; hit rate 1.6% among 190,000; AID 1239; in the data active = fold change above about 3.3
# STAT1 blocker: inhibitors of IFN-gamma induced STAT1 signaling. NIH 3T3 STAT1-luciferase reporter, luminescence. inhibition, % at 5.5 µM. hit rate 0.35% among 200,000;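 active = inhibition above a set limit, the mean inhibition across all tested compounds plus 3 SD, cut at about 34% in these data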;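 also: 0% = IFN-gamma with DMSO and 100% = IFN-gamma with 300 µM nifuroxazide; values of inactives mirror those of a sister screen read the other way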
# STAT1 act: activators of IFN-gamma induced STAT1 signaling | NIH 3T3 STAT1-luciferase reporter, luminescence; 100% = IFN-gamma alone, no compound | activation (% of control), % at 5.5 µM | hit rate 2.6% among 200,000;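 active = activation above the screen-wide mean activation plus 3 SD, cut at about 130% in these data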;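 also: raw ratio to IFN-gamma control signal so 100% means no change and 0% no light; values of inactives mirror those of a sister screen read the other way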
# STAT3 inh: reduces IL-6 driven STAT3 reporter signal; U3A cells, IL-6 STAT3-luciferase reporter, luminescence; host cell line lacks STAT1; inhibition, % at 5.5 µM; hit rate 0.89% among 190,000; AID 862;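 active = inhibition above the mean inhibition across all screened compounds plus 3 SD, cut at about 44% in these data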;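 also: 0% = DMSO only wells and 100% = 100 µM nifuroxazide control wells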
# STAT3 act: increases IL-6 driven STAT3 reporter signal. activation (% of control), % at 5.6 µM. hit rate 0.91% among 190,000. AID 871. U3A cells, IL-6 STAT3-luciferase reporter, luminescence; 100% = signal with IL-6 EC80 alone;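 active = activation above the screen-wide mean of compound activation plus 3 SD, cut at about 130% in these data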;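 also: 0% = background luminescence of wells with medium and substrate only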
#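 Assay system – human STAT1-deficient U3A cells with stable STAT3-luciferase reporter · Also added – IL-6 (33 ng/mL) · Schedule – compound 1 h, then IL-6 6 h at 37 °C · Technique – reporter luminescence signal · Evaluation – % activation versus median of IL-6-stimulated wells · Benchmarks – IL-6-only wells as 100% reference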
# APP 5'UTR act: activates APP 5'UTR luciferase reporter; SH-SY5Y APP 5'UTR luciferase reporter, luminescence; zero percent = DMSO vehicle wells; activation, % at 2 µM; hit rate 1% among 190,000; AID 1276;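 active = activation above a set limit, based on mean plus 3 SD of controls, cut at about 140% in these data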; also: values of inactives mirror those of a sister screen read the other way
# FLuc stim CS: affects firefly luciferase, flagging false hits in luciferase stimulation screens; P08659; ATPlite luciferase biochemical, luminescence, 10 min; 0 = ATP-free wells, 1 = DMSO control; activation factor at 10 µM; 200,000 tested, under 10 active; AID 1027;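 active = luciferase activation factor, scaled between plate controls, of at least 2 with compound at 10 µM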
# Target sequence (P08659 whole entry, looked up): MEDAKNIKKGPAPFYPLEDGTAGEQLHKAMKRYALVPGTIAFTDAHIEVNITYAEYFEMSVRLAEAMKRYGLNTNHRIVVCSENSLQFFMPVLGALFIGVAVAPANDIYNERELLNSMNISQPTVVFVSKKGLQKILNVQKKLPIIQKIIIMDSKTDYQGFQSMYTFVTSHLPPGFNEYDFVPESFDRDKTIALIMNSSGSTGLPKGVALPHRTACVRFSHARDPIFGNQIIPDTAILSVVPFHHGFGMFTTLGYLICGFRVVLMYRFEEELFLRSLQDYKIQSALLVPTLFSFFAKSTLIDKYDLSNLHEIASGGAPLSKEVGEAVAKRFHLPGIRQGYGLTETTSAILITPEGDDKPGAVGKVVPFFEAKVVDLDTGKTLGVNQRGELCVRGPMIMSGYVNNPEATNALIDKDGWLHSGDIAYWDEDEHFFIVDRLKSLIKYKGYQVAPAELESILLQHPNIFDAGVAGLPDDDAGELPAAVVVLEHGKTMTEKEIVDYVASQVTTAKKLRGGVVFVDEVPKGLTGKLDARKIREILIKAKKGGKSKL
#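 Material: Luciferase/luciferin reagent mix; Doses: test compounds dosed from 2 mM stocks in 100% DMSO; Schedule: 10 min incubation after luciferase reagent addition, room temperature; Measured by: luminescence from luciferase reaction; Read-out: luminescence gain marking luciferase activators.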
# FLuc inh counter: counter-screen for luciferase assay inhibitors: firefly luciferase inhibition; ATPLite firefly luciferase biochemical luminescence, 10 min; inhibition, % at 10 µM; hit rate 1.5% among 200,000; AID 1006;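 active = inhibition above about 50% when tested at 10 µM, limit read from the data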
# ROMK primary: human ROMK K+ channel modulation, primary screen. AID 1918. hit rate 2% among 130,000. B-score at 10 µM. Tet-inducible ROMK, thallium flux fluorescence; actives lie on both sides;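 active = signal ratio slope over the read window, or its plate-corrected B-score, at least 3 SD from the plate mean, either direction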;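 also: B-score of the F/F0 ratio slope over 7 to 12 s after thallium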
# Target sequence (P48048 whole entry, looked up): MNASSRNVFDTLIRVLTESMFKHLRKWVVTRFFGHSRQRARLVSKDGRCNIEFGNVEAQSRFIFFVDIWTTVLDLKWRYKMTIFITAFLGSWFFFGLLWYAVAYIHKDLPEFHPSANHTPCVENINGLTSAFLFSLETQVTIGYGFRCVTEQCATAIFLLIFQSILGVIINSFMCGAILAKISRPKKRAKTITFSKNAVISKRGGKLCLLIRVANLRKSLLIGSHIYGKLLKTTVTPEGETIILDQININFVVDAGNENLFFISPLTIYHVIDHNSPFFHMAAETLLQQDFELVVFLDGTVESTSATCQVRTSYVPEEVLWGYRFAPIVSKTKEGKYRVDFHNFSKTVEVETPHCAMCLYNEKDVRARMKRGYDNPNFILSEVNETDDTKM
# An asterisk follows results filed as active; · = no result given.
# Fields: STAT1 act	FLuc stim CS	APP transl inh	STAT3 inh	FLuc inh counter	NF-kB neuron act	ROMK primary	APP 5'UTR act	STAT3 act	STAT1 blocker
1: Cc1cc(C)cc(NC(=O)CSc2nnc(Cn3c(=O)sc4ccccc43)n2C)c1
  97	1.1	36	9	-6	1.1	·	-36	93	4
2: COc1ccc(N2CCN(c3cc(C)c4ccccc4n3)CC2)cc1
  90	1	-9	25	0	1	0.35	9	80	11
3: O=C(NC(=S)NCc1ccncc1)c1ccccc1
  95	1	-18	1	-4	1.1	-0.43	18	101	3
4: CC(C)CN1CCNC(=O)C1CC(=O)NCCCN1CCCc2ccccc21 (configuration not stated)
  101	1	-9	-3	-4	1.3	0.0011	9	105	-3
5: O=C(c1ccco1)N1CCN(C2CC(=O)N(c3ccccc3)C2=O)CC1 (configuration not stated)
  108	1	-27	0	0	0.98	-0.58	27	104	-9
6: COc1ccc(O)c(C(=O)c2cnc3c(c2)c(-c2ccc(F)cc2)c(C#N)c(=O)n3C)c1
  92	1	-4	1	2	0.93	-0.68	4	101	8
7: COCCNC(=S)NNc1cccc(C(=O)O)c1
  104	1	-43	15	-2	1.5	1.1	43	94	-6
8: CC(NC(=O)Nc1ccc([N+](=O)[O-])cc1)C(c1cccs1)N1CCCC1 (configuration not stated)
  99	1	13	8	-4	1.1	-0.84	-13	92	1
9: C[N+]1(CCOC(=O)C2(c3ccccc3)CCCC2)CCCCC1
  104	1	-12	6	-2	1.1	-0.3	12	98	-6
10: CCN(CC)c1ccc(NC(=O)CN2C(=O)CC(C)(C)S(=O)(=O)c3ccccc32)c(C)c1
  94	1	-2	9	-2	0.76	·	2	97	7
11: COc1ccc(C(=O)N2CCSC2=S)cc1OC
  96	1	2	4	0	0.99	·	-2	100	4
12: CN1CCN(C2=C(Cl)C(=O)N(Cc3ccccc3)C2=O)CC1
  102	1.1	-11	5	-7	1.1	-0.72	11	97	-2
13: COc1cc(C(=O)OCC(=O)NC(=O)c2cccn2C)ccc1OC(F)F
  102	1	4	11	0	1.1	0.023	-4	93	-2
14: COc1cc(NC(=O)C(F)(F)F)cc(OC)c1
  97	1.1	-12	8	-7	1.2	·	11	95	3
15: O=C(NC1CCCCCCC1)c1ccc(CNc2c(N3CCOCC3)c(=O)c2=O)cc1
  103	1.1	-38	-12	-7	1.5	·	38	110	-3
16: O=c1cc(N2CCCCC2)[nH]c(=O)n1C1CCCCC1
  102	1	-2	·	0	1.2	·	2	·	-4
17: Cc1ccc(CNC(=O)Nc2ccccc2)cc1
  117	0.6	-59	8	44	2.1	·	59	96	-18
18: CCN1CCN(C(=S)Nc2cc(C(=O)OC)ccc2C(=O)OC)CC1
  107	1	-8	4	-1	1.1	2	8	104	-10
19: Cc1ccc(NC(=O)COC(=O)C(NS(=O)(=O)c2ccc(Cl)cc2)C(C)O)cc1 (configuration not stated)
  90	1	1	7	0	1.3	0.11	-1	102	11
20: CCOC(=O)N1CCN(S(=O)(=O)c2ccc(Br)s2)CC1
  97	1.1	-18	-1	-8	1.2	·	18	105	3
21: CC(C)C(OC(=O)CCCC(=O)Nc1nccs1)C(=O)NC1CCCCC1 (configuration not stated)
  94	1	3	-4	-4	1	0.37	-3	105	5
22: O=[N+]([O-])c1cc(S(=O)(=O)NCCCN2CCOCC2)ccc1Cl
  101	1.1	-13	-4	-6	1.1	·	13	104	-1
23: O=C1NC(=O)/C(=C\c2ccc(OCc3cnc(Cl)s3)cc2)S1
  108	0.9	0	-24	6	1.4	0.036	0	126	-10
24: COC(=O)CSc1nnc(CNC(=O)Cc2ccccc2)n1C
  101	1	-18	3	-3	1	·	18	102	-1
25: COc1cc(S(=O)(=O)NCc2ccccc2)ccc1Br
  102	1.1	-2	-4	-7	0.9	1	2	106	-2
26: Cc1cc(C)c2[nH]c(O)c(N=NC(=S)NCC3CCCO3)c2c1 (configuration not stated)
  105	1	-3	0	-3	0.85	0.19	3	101	-6
27: COc1ccc(CC(NC(C)=O)C(=O)NC2CCN(c3c(Cc4ccccc4)c(C)nc4ncnn34)CC2)c(OC)c1 (configuration not stated)
  109	1	-10	2	-1	0.73	-0.12	10	102	-11
28: Cc1ccc(C23OC(=O)C(C)(C)C2OC(=O)C3(C)C)cc1 (configuration not stated)
  98	1	3	-1	-1	1.2	·	-3	110	2
29: CCCC1=[N+](CC(=O)c2ccccc2)CCn2c(C)ccc21
  98	1.1	-4	-8	-6	1.2	·	4	116	2
30: CC1(C)Cc2ccccc2C(C(Cc2ccccc2)C(N)=O)=N1 (configuration not stated)
  105	1	-4	12	-4	1	1.6	4	94	-7
31: Cc1nn(Cc2ccc(C(=O)N3c4ccc(F)cc4CCC3C)o2)c(C)c1Br (configuration not stated)
  94	1.1	-15	-17	-5	1.3	·	15	120	6
32: CC1=Nn2c(nnc2-c2ccccc2Cl)SC1
  94	1.1	-19	2	-7	0.96	·	19	102	6
33: Cc1nc2cc(CO)ccc2s1
  102	1	0	-2	-1	0.97	·	0	105	-2
34: CC1CCN(c2ccc([N+](=O)[O-])cc2C(=O)O)CC1
  100	1	-15	1	-5	1.1	0.035	15	100	0
35: CC(C)(C)CC(=O)NC(=S)Nc1ccccc1C(F)(F)F
  113	1.1	-14	11	-6	2	·	14	100	-15
36: O=C(Nc1ccccc1Cl)c1ccccc1Oc1ccc(C(F)(F)F)cc1[N+](=O)[O-]
  103	1.1	-6	-7	-8	0.92	·	6	106	-3
37: COc1cc2c(cc1OC)C(NC(=O)C(F)(F)F)CNC2=O (configuration not stated)
  82	1.1	-19	3	-7	1.2	0.11	19	100	19
38: CCN(CC)c1ccc(/C=N/NC(=O)CCC(=O)NCc2ccccc2)c(O)c1
  104	1	52*	5	0	1.8	·	-52	97	-4
39: Cc1ccc2nc(-c3ccc(NS(=O)(=O)c4ccc(F)c(F)c4)cc3)sc2c1
  172*	0.5	-180	41	55*	6.5*	1.5	180*	68	-82
40: COc1cc(NC(=O)COC(=O)CSc2ccc3ccccc3c2)c(C)cc1[N+](=O)[O-]
  90	1.1	2	2	-5	0.89	0.58	-2	99	11
41: CCOC(=O)c1sc(NC(=O)COc2ncnc3ccccc23)c(C(=O)OCC)c1C
  87	1	4	3	-1	1	0.2	-4	96	15
42: CCCC(=O)NCc1cc(-c2nn(C)c(=O)c3ccccc23)ccc1C
  102	1	9	10	-3	0.86	·	-9	95	-2
43: CCN1CCCc2cc(CN(CCN3CCOCC3)C(=S)Nc3cccc(Cl)c3)ccc21
  98	1.1	-7	1	-7	8.1*	-0.7	7	107	0
44: Cc1ccc(NC(=O)Cn2cc(S(=O)(=O)c3ccccc3)c(=O)c3cc(F)ccc32)cc1
  105	1	-35	-3	-4	1.4	-1.4	35	103	-5
45: Cc1cccc(C(C)(C)C)c1OCCCCN1CCCC1
  99	1.1	-2	7	-6	0.99	-0.074	2	99	1
46: Cc1ccccc1NC(=O)Cc1nc(-c2ccc3ccccc3c2)cs1
  112	1	-22	16	-2	1.2	·	22	86	-13
47: CCOc1ccc(-c2c(=O)n(OCc3ccccn3)c3ccccc3[n+]2[O-])cc1
  99	0.9	0	11	5	1.4	·	-1	94	1
48: COc1ccc(C2C(C(=O)Nc3cc(C)on3)c3ccccc3C(=O)N2C)cc1OC (configuration not stated)
  101	1	4	7	-1	1	-0.083	-4	96	-1
49: Nc1c(-c2cccc([N+](=O)[O-])c2)nc2ccccn12
  117	0.7	-10	5	25	1.7	-0.45	10	99	-19
50: Cc1cc(N2C(=O)C3CC=CCC3C2=O)cc(C)c1Br (configuration not stated)
  105	1	3	4	-4	1	·	-3	97	-5
51: Cc1n[nH]c(=O)nc1N/N=C/c1ccco1
  114	1	2	8	-2	1.4	-0.049	-1	103	-17
52: CCOC(=O)Cc1nnc2c(Nc3ccccc3F)nc3nonc3n12
  98	1.1	7	12	-6	0.92	·	-7	92	2
53: CC(=O)Nc1ccc(S(=O)(=O)NC2(C(F)(F)F)C(=O)Nc3c2c(=O)[nH]c(=O)n3C)cc1 (configuration not stated)
  96	1	-5	3	-5	1	0.024	5	103	5
54: CCN(CC)C(=O)CSc1nc(-c2ccccc2)cc(=O)[nH]1
  98	1	5	8	-4	1.1	-0.093	-5	98	0
55: CCC(c1nnnn1C(C)(C)C)N(CCOC)Cc1cc2cccc(C)c2n2nnnc12 (configuration not stated)
  97	1.1	-5	-2	-6	1.1	0.23	5	106	4
56: CCN(CC)c1ccc(NC(=O)c2[nH]c(C)c(C(C)=O)c2C)c(C)c1
  98	1	-19	30	0	0.8	0.35	19	78	3
57: CN(C)CCN(C(=O)c1ccc(N2C(=O)CCC2=O)cc1)c1nc2cc3c(cc2s1)OCO3
  107	1.1	2	9	-6	1	-0.0027	-3	102	-9
58: C/C(=N\Nc1ccc(S(=O)(=O)Nc2ccc(Cl)cc2)cc1[N+](=O)[O-])c1ccc(N2CCOCC2)cc1
  89	1	-14	20	-3	1.1	1.3	14	86	13
59: CC(C)Cn1c(-c2ccco2)nc2c(c(=O)c3ccccc3n2C)c1=O
  119	1.1	5	8	-6	0.54	-0.21	-5	93	-21
60: COc1ccccc1NS(=O)(=O)c1cc(NC(=O)c2ccc3ccccc3n2)ccc1Cl
  97	1.1	-10	-4	-8	1.2	-0.53	10	107	3

# Continued:
# Fields: STAT1 act	FLuc stim CS	APP transl inh	STAT3 inh	FLuc inh counter	NF-kB neuron act	ROMK primary	APP 5'UTR act	STAT3 act	STAT1 blocker
61: CS(=O)(=O)Nc1nnc(C2CCCC2)s1
  94	1	-1	11	-2	1.1	0.041	1	95	5
62: COc1cc([N+](=O)[O-])ccc1NC(=S)NC(=O)CC(C)(C)C
  107	1.1	-8	-4	-7	1.3	0.77	8	107	-11
63: Cc1cc(C)nc(SCc2nnc(SCC(=O)Nc3ccc(C)c(C)c3)n2Cc2ccco2)n1
  98	1	-3	4	-4	1.2	-2.6	3	104	2
64: O=C(O)c1cccc(Nc2nc(C(F)(F)F)nc3ccccc23)c1
  98	0.9	-15	7	5	1.1	-0.41	15	101	0
65: CC(=O)NC(=S)NNC(=O)c1ccc(Br)cc1
  99	0.9	2	0	9	0.61	0.093	-2	100	2
66: CN(c1ccc(F)cc1)S(=O)(=O)c1ccc(Cl)c(C(=O)OCC(=O)NCc2ccco2)c1
  98	1.1	-8	-6	-6	1.1	-0.058	8	105	3
67: CCC(=O)Nc1ccc(C(=O)NNC(=O)c2cccs2)cc1
  103	1	12	0	-1	1.2	·	-12	101	-4
68: CC(C)OC(=O)/C(=C/c1ccc2c(c1)c1ccccc1n2C)NC(=O)c1ccccc1
  120	1.1	-4	-11	-8	0.9	-0.31	4	108	-22
